Screening data as filed in PubChem.
CR mimetic SO = reduction of superoxide in aged yeast, primary screen, HTS; S. cerevisiae aged cells, superoxide DHE fluorescence; hits give low values; superoxide response (% of plate mean), % at 10 µM; 0.18% of 330,000 active; AID 2690, 2010;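 active = superoxide response under a set limit, about three screen SD below normal, cut at about 65% in these data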;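 note: yeast aged for seven days with compound at 30 °C before DHE staining; 100% = average MFI of all compound-treated wells on the plate with controls excluded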
CIT2 TOR yeast = modulators of CIT2-GFP expression in yeast, primary screen, S. cerevisiae, GFP fusion, multiplex flow cytometry, MLPCN library. S. cerevisiae CIT2-GFP strain, 3 h; 100 means same as DMSO wells. GFP response vs DMSO, % at 10 µM. 0.065% of 320,000 active. AID 2029, 2009;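 active = GFP response relative to DMSO above a set limit, near the screen mean plus 3 SD, cut at about 150% in these data; inconclusive = Fewer than 70 cells measured for a yeast strain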;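 note: ratio of well median GFP fluorescence to mean of DMSO wells on the plate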
MEX-5 binding = MEX-5 zinc finger RNA-binding disruptors – biochemical, C. elegans, fluorescence polarization, MLPCN library, primary screen | Zinc finger protein mex-5 (Caenorhabditis elegans), Q9XUB2 | MEX-5/FITC-TCR2 RNA binding; hits give low values | activity score (negative = inhibition of binding), % at 10 µM | 0.38% of 300,000 active;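 active = inhibition past about -25% in most replicates, and total fluorescence under double the plate's negative control median, limit read from the data; inconclusive = replicates evenly split on the limit, or fluorescence at least double controls; inactive = too little inhibition in most replicates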;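 note: 0% = DMSO and -100% = 5 µM competing unlabeled TCR2 RNA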
Target sequence (Q9XUB2 whole entry, looked up): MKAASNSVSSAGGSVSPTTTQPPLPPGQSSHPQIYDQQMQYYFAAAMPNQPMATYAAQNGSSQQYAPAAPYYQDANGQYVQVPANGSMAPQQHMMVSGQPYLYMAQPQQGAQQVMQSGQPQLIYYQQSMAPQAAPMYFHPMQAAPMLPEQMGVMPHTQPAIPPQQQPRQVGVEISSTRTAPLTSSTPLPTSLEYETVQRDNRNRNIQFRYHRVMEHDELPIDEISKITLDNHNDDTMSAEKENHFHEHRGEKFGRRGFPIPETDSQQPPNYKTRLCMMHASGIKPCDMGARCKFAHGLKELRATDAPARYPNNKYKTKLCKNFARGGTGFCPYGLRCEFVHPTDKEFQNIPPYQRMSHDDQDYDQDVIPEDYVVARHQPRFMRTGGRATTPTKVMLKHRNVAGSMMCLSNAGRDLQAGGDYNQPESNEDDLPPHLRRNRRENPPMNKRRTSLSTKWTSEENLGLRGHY
GRK2 aptamer HTS = compounds blocking aptamer binding on GRK2 – biochemical, human GRK2, bead flow cytometry, HTS, primary screen. Beta-adrenergic receptor kinase 1 (Homo sapiens), P25098. FAM-aptamer displacement from GRK2. inhibition of aptamer binding, % at 10 µM. 0.59% of 330,000 active;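 active = inhibition of aptamer binding above 40%, roughly 3 SD of noise, on plates passing a quality check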;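 note: median bead fluorescence of bound FAM aptamer so fluorescent compounds give negative values; no value below 0 was filed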
Bcl-xL primary = inhibitors of human Bcl-xL, primary screen, biochemical, fluorescence polarization, HTS; inhibition, % at 10.9 µM; GST-Bcl-xL / FITC-Bim BH3 peptide fluorescence polarization; Bcl-2-like protein 1 (Homo sapiens), Q07817; 0.7% of 320,000 active;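 active = inhibition above the mean of all tested compounds plus 3 SD, cutoff set per campaign, cut at about 30% in these data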;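 note: 0% = DMSO wells and 100% = unlabeled Bim-BH3 peptide competitor; inhibitors lower millipolarization by displacing the labeled peptide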
Target sequence (Q07817 whole entry, looked up): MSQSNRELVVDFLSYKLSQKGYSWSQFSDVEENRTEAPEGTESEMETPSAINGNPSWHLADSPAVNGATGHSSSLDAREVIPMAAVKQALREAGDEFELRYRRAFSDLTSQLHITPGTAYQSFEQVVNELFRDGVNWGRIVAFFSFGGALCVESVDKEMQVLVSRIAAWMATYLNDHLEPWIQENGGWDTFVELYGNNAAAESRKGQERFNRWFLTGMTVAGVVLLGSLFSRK
GLD-1 RNA inh = GLD-1/TGE RNA complex disruptors, primary screen, biochemical, fluorescence polarization; AID 2280, 2010; purified GLD-1 + fluorescein TGE RNA; inhibition, % at 5.96 µM; Female germline-specific tumor suppressor gld-1 (Caenorhabditis elegans), Q17339; 0.44% of 320,000 active;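 active = percent inhibition above a per-plate cutoff, the plate mean of test compounds plus 3 SD, cut at about 30% in these data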;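 note: 0% = DMSO wells with GLD-1 and probe and 100% = wells lacking GLD-1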
MCL1-BIM inh = inhibitors of MCL1 binding to BIM-BH3, primary screen, biochemical, fluorescence polarization; Induced myeloid leukemia cell differentiation protein Mcl-1 (Homo sapiens), Q07820; GST-MCL1 / FITC-Bim-BH3 fluorescence polarization; inhibition, % at 10.9 µM; 0.68% of 320,000 active;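 active = inhibition above the mean inhibition of all tested compounds plus 3 SD, set per campaign, cut at about 40% in these data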;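 note: 0% = DMSO wells and 100% = unlabeled Bim-BH3 peptide control; higher means more loss of mP so more displacement of Bim peptide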
Target sequence (Q07820 whole entry, looked up): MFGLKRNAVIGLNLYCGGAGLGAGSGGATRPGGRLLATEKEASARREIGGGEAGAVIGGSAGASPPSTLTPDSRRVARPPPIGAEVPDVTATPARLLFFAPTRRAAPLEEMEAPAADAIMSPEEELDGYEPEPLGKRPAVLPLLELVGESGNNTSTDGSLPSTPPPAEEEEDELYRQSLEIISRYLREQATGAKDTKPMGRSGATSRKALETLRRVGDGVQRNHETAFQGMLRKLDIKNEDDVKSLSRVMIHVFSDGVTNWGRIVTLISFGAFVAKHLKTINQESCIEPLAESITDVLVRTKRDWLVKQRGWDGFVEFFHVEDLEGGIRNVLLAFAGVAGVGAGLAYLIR
AGP1 TOR yeast = modulators of AGP1-GFP expression in yeast TOR pathway, primary screen, cell-based, multiplex flow cytometry, S. cerevisiae, MLPCN library; 3 h; GFP as percent of DMSO wells; GFP response vs DMSO, % at 10 µM; 0.02% of 320,000 active; AID 2066, 2009;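 active = GFP response relative to DMSO above a set limit, near screen average plus 3 SD, cut at about 150% in these data; inconclusive = fewer than 70 cells counted for the yeast strain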;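 note: median GFP channel fluorescence of the gated AGP1 strain per well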
VLA-4 inh = inhibition in human VLA-4 binding assay, primary screen, VLA-4 allosteric modulator project, MLPCN library, flow cytometry, VLA-4 expressing cells; Integrin alpha-4 (Homo sapiens), P13612; ligand binding flow cytometry; inhibition, % (about 7 µM as worked out from the volumes in the protocol); 0.2% of 330,000 active; in the data active = inhibition above about 50%
The depositor's hits bear a star; ? = inconclusive; · = not tested or not shown. Random draw from the library; overall some 2.1% were active at least once.

1: COc1ccc(/C=C/C(=O)NCc2nc3ccccc3[nH]2)cc1OC
2: Cc1ccccc1NS(=O)(=O)c1cc(C(=O)N2CCCC2)ccc1C
3: CN(C(=O)CO/N=C/c1ccc(OC(F)F)cc1)C1CCS(=O)(=O)C1 (centres undefined)
4: COc1ccc(C(=O)Nc2nc3ccccc3c(=O)[nH]2)cc1
5: O=C(NCc1ccco1)c1nc2ncccn2n1
assay / entry	1	2	3	4	5
CR mimetic SO	82	106	105	94	90
CIT2 TOR yeast	100	96	94	109	102
MEX-5 binding	2.1	?	-1.0	3.1	0.6
GRK2 aptamer HTS	0	0	0	1	0
Bcl-xL primary	2	48*	2	2	3
GLD-1 RNA inh	3	-2	3	5	1
MCL1-BIM inh	6	0	-3	-1	8
AGP1 TOR yeast	100	94	100	·	93
VLA-4 inh	8	5	6	11	1

6: CCOC(=O)CN1C(=O)S/C(=C/c2cc(C)n(-c3ccccn3)c2C)C1=O
7: Cc1nnc(C)n1/N=C/c1cccc(Oc2ccccc2)c1
8: O=C(NC(=S)Nc1cccc2cccnc12)c1ccccc1
9: COc1ccc(/C(O)=C2/C(=O)C(=O)N(CCCN(C)C)C2c2ccc(Cl)cc2)cc1OC (centres undefined)
10: NC(=S)N=Nc1c(O)n(CC(=O)Nc2ccccc2)c2ccccc12
assay / entry	6	7	8	9	10
CR mimetic SO	97	104	101	92	93
CIT2 TOR yeast	98	105	91	89	96
MEX-5 binding	1.1	-0.5	-2.0	-1.4	0.4
GRK2 aptamer HTS	1	1	3	0	0
Bcl-xL primary	13	0	7	-1	7
GLD-1 RNA inh	4	3	0	7	2
MCL1-BIM inh	10	3	2	-9	12
AGP1 TOR yeast	97	101	97	109	94
VLA-4 inh	-13	10	3	3	1

11: Cc1cc(C)nc(CCNC(=O)c2cc(COc3ccc(F)cc3F)on2)n1
12: CCOC(=O)C1=CC[C@@H](c2cc3cc(OC)ccc3n2C)N(S(=O)(=O)c2ccc(C)cc2)[C@H]1C(=O)OCC
13: Cc1ccc(CCC(=O)Nc2ccc([N+](=O)[O-])cc2Cl)o1
14: Cc1ccc(N2CCN(C(=O)c3cccs3)CC2)c(C)c1
15: Cc1ccc(NC(=O)COc2ccc(S(=O)(=O)N3CCOCC3)cc2)cc1
assay / entry	11	12	13	14	15
CR mimetic SO	111	107	95	107	98
CIT2 TOR yeast	103	93	98	96	93
MEX-5 binding	0.5	·	-0.3	-1.5	3.5
GRK2 aptamer HTS	2	0	3	0	1
Bcl-xL primary	5	·	3	3	-6
GLD-1 RNA inh	-5	8	5	-2	4
MCL1-BIM inh	-7	·	9	1	-7
AGP1 TOR yeast	101	95	97	97	99
VLA-4 inh	23	9	-4	-12	7

16: Cc1ccc(S(=O)(=O)N2CCCC2c2nc3ccccc3s2)cc1 (centres undefined)
17: Cc1cc(N2CCOCC2)nc(N2CCOCC2)n1
18: Cc1cc2c(ncn2C(C)C)c(N)c1C
19: Cc1noc(C)c1C(=O)OCC(=O)NCCc1ccc(Cl)cc1
20: COCCN(C(=O)COC(=O)/C=C/c1ccc2ccccc2n1)c1c(N)n(Cc2ccccc2)c(=O)[nH]c1=O
assay / entry	16	17	18	19	20
CR mimetic SO	99	117	122	102	76
CIT2 TOR yeast	100	97	104	103	94
MEX-5 binding	-1.7	1.0	-2.8	-1.4	0.7
GRK2 aptamer HTS	2	1	0	0	7
Bcl-xL primary	6	-5	4	4	2
GLD-1 RNA inh	4	4	-2	8	-9
MCL1-BIM inh	6	-13	1	-1	-10
AGP1 TOR yeast	·	102	103	103	94
VLA-4 inh	-1	-13	-4	25	0

21: CC(=O)NS(=O)(=O)c1ccc(N=NN2CCCCC2)cc1
22: O=C(O)CCC(=O)N1CCc2cc(S(=O)(=O)NCCc3ccc(Cl)cc3)ccc21
23: Cn1c(=O)cc(SCC(=O)NCc2cccnc2)c2ccccc21
24: CC(C(=O)NCc1ccco1)c1ccc([N+](=O)[O-])cc1 (centres undefined)
25: O=S(=O)(/C=C/c1ccccc1)N1CCc2ccccc2C1
assay / entry	21	22	23	24	25
CR mimetic SO	92	100	102	81	124
CIT2 TOR yeast	114	108	87	99	99
MEX-5 binding	-1.5	0.2	-0.2	-1.1	2.6
GRK2 aptamer HTS	0	6	1	0	12
Bcl-xL primary	4	7	1	-3	-1
GLD-1 RNA inh	1	0	8	-16	-3
MCL1-BIM inh	9	2	6	-12	-6
AGP1 TOR yeast	104	101	95	101	100
VLA-4 inh	13	15	8	4	-3

26: CC1Cc2ccccc2N1C(=O)CSc1nnnn1C (centres undefined)
27: O=C(Nc1c2ccccc2nc2ccccc12)C(Cl)(Cl)Cl
28: CCN(CC)CCNC(=O)c1cn(CC)c2ccc(S(=O)(=O)N(C)C)cc2c1=O
29: CCCC(CCC)=NNC(=O)CN(Cc1ccccc1)S(=O)(=O)c1ccccc1
30: CCOC(=O)C1CCN(C(=O)/C=C/c2ccc3c(c2)OCO3)CC1
assay / entry	26	27	28	29	30
CR mimetic SO	98	109	94	112	103
CIT2 TOR yeast	106	86	102	91	109
MEX-5 binding	-0.8	-0.9	0.0	1.9	-2.7
GRK2 aptamer HTS	2	3	2	0	0
Bcl-xL primary	3	36*	1	2	5
GLD-1 RNA inh	-3	19	-1	9	4
MCL1-BIM inh	-2	35	2	7	-1
AGP1 TOR yeast	105	87	111	96	100
VLA-4 inh	-29	-9	11	-3	-19

31: CCc1[nH]nc(C(=O)N2CCCC(Nc3cccc(F)c3)C2)c1C (centres undefined)
32: C=CCN(CC=C)CCOc1ccccc1[N+](=O)[O-]
33: COc1cccc(CNC(=O)c2cc3ccccn3n2)c1
34: COc1ccccc1N1CC(C(=O)NCCC2=CCCCC2)CC1=O (centres undefined)
35: O=C(CCCN1C(=O)/C(=C\c2cccs2)SC1=S)Nc1cccc(C(=O)O)c1
assay / entry	31	32	33	34	35
CR mimetic SO	105	98	85	98	95
CIT2 TOR yeast	93	106	93	94	101
MEX-5 binding	0.4	-1.7	0.0	·	-0.3
GRK2 aptamer HTS	0	0	0	0	0
Bcl-xL primary	1	1	5	1	1
GLD-1 RNA inh	1	2	4	-2	21
MCL1-BIM inh	0	-2	3	4	13
AGP1 TOR yeast	96	105	95	103	102
VLA-4 inh	-24	12	0	12	12

36: O=C(c1ccc2c(c1)OCO2)N1CCN(S(=O)(=O)c2ccc(Cl)cc2)CC1
37: CC(=O)c1c(C)oc2ccc(N(C(C)=O)S(=O)(=O)c3ccc(F)cc3C)cc12
38: COc1ccc(CC(=O)NNS(=O)(=O)c2ccc([N+](=O)[O-])cc2)cc1OC
39: COc1ccccc1CC(=O)Nc1ccc(C(=O)N2CCCCC2)cc1
40: CCOc1ccc(N(CC(=O)NCCc2ccc(F)cc2)S(=O)(=O)c2ccccc2)cc1
assay / entry	36	37	38	39	40
CR mimetic SO	112	92	100	95	105
CIT2 TOR yeast	108	98	97	·	97
MEX-5 binding	1.3	2.7	-0.5	-1.9	0.4
GRK2 aptamer HTS	0	1	0	9	3
Bcl-xL primary	5	4	1	3	2
GLD-1 RNA inh	-6	0	1	-2	-1
MCL1-BIM inh	8	6	-1	4	5
AGP1 TOR yeast	104	100	100	104	103
VLA-4 inh	-3	11	13	16	1

41: CC(C)(C)OC(=O)COc1cc(O)c2c(=O)cc(-c3ccccc3)oc2c1
42: CC1CCCN(C(=O)C2CCN(C(=O)Nc3ccccc3)CC2)C1 (centres undefined)
43: S=C1NC2(CCCCC2)N=C1c1ccccc1
44: O=C(CSc1nc2c(c(=O)n1-c1ccc(F)cc1)SCC2)N1CCCC1
45: NC(=O)NNc1ncc(C(F)(F)F)cc1Cl
assay / entry	41	42	43	44	45
CR mimetic SO	99	116	103	110	102
CIT2 TOR yeast	95	96	97	109	98
MEX-5 binding	1.8	·	-3.9	1.3	-1.5
GRK2 aptamer HTS	6	0	2	0	3
Bcl-xL primary	3	1	5	0	3
GLD-1 RNA inh	4	4	2	-3	-4
MCL1-BIM inh	15	3	4	1	4
AGP1 TOR yeast	90	95	92	100	107
VLA-4 inh	7	5	9	33	1

46: O=S1(=O)c2ccccc2N=NN1Cc1cc(Cl)cc(Cl)c1
47: Cc1nc(Sc2ccccc2)c(C#N)cc1-c1ccccc1
48: CC(C)Oc1ccc(C(=O)Nc2ccc(N3CCCC3)cc2)cc1
49: C=C1CCN([C@@H](Cc2ccccc2)C(=O)NCc2ccc(Cl)cc2)S(=O)(=O)c2ccccc21
50: C[C@H](NC(=O)c1cc2cc(Cl)ccc2n1C)C(=O)N[C@@H](Cc1ccccc1)C(=O)O
assay / entry	46	47	48	49	50
CR mimetic SO	101	98	111	103	112
CIT2 TOR yeast	96	97	66	92	110
MEX-5 binding	-0.5	-0.4	0.5	-0.3	-0.3
GRK2 aptamer HTS	3	1	0	1	3
Bcl-xL primary	15	6	-2	-3	0
GLD-1 RNA inh	4	0	10	1	-2
MCL1-BIM inh	17	1	3	-8	-4
AGP1 TOR yeast	102	89	71	90	113
VLA-4 inh	-9	-10	-17	20	11

51: O=C(c1n[nH]c2ccccc12)N1CCN(c2ccc(F)cc2)CC1
52: CCCCCCC1CC(=O)NC(=O)N1 (centres undefined)
53: COc1ccccc1NS(=O)(=O)c1ccc(/C=C/C(=O)O)cc1
54: CN(CCOc1ccccc1)C(=O)c1ccc(N2CCCC2)c([N+](=O)[O-])c1
55: COc1ccc(-c2ccc(OC)cc2)cc1
assay / entry	51	52	53	54	55
CR mimetic SO	100	116	105	100	104
CIT2 TOR yeast	106	93	103	94	98
MEX-5 binding	-1.3	-0.5	1.6	1.0	0.2
GRK2 aptamer HTS	0	2	2	0	1
Bcl-xL primary	4	2	4	1	4
GLD-1 RNA inh	0	4	3	-2	5
MCL1-BIM inh	2	2	-4	1	6
AGP1 TOR yeast	108	111	105	94	104
VLA-4 inh	10	11	8	13	2

56: O=C(c1nsc(Cl)c1Cl)N1CCCCC1
57: C/C(=N\NC(=S)NCCc1ccccc1)c1ccc(C#N)cc1
58: CC(=O)Nc1ccc(S(=O)(=O)N2CCN(S(=O)(=O)c3ccccc3)CC2)cc1
59: O=C(COc1ccc(S(=O)(=O)NCCc2ccccc2)cc1)N1CCCC1
60: Cc1cccc(C)c1Nc1nc2ccccc2o1
61: CC(Oc1ccc(NC(=O)c2ccco2)cc1)C(=O)N1c2ccccc2CC1C (centres undefined)
assay / entry	56	57	58	59	60	61
CR mimetic SO	90	114	91	100	85	110
CIT2 TOR yeast	99	100	98	94	103	97
MEX-5 binding	0.7	-2.2	1.7	1.0	1.9	1.2
GRK2 aptamer HTS	0	0	4	0	1	3
Bcl-xL primary	3	7	5	1	6	1
GLD-1 RNA inh	6	-2	4	3	-3	6
MCL1-BIM inh	8	7	7	4	5	2
AGP1 TOR yeast	103	102	78	104	95	103
VLA-4 inh	10	1	11	4	13	8
